Source: PubChem BioAssay
Cl transport mod = modulates chloride dependent transport by human KCC2; AID 1456; KCC2 cells, thallium flux FluoZin-2 fluorescence; B-score of Tl+ flux slope (higher = more flux/activation; lower = inhibition) at 10 µM; actives 2.2% (n = 190,000); Q9H2X9;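 active = thallium flux slope and its plate-corrected score both differing from the plate sample mean at a set confidence after two filtering rounds, in either direction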;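 also: slope of fluorescence scaled to starting intensity during 10 to 20 s after thallium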
NCF1 inh = blocks human p47phox regulatory protein of NADPH oxidases; P14598; p47phox/p22phox peptide binding, fluorescence polarization, 2 h; inhibition, % at 24.7 µM; actives 0.53% (n = 220,000);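 also: 0% = p47phox with labelled peptide and 100% = labelled peptide alone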
KLK5 inh = inhibitors of human kallikrein 5; Q9Y337; recombinant hK5, fluorogenic AMC substrate cleavage; inhibition, % at 5 µM; actives 0.59% (n = 210,000);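 active = inhibition of 40% or more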;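 also: 0% = enzyme controls without compound and 100% = no-enzyme blanks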
eIF4E 4G PPI = blocks eIF4E binding to eIF4G. P63073+Q04637. TR-FRET eIF4E-eIF4GI(517-606) binding, 2 h. inhibition, % at 21.7 µM. actives 0.37% (n = 220,000). AID 782;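 also: 0% = full FRET control wells and 100% = background wells lacking eIF4GI fragment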
EBV gp42 block = inhibitors of Epstein-Barr virus glycoprotein 42; actives 0.42% (n = 220,000); AID 1085; Q1HVG2; inhibition, % (tested at 21.74 µM); Fluorescence polarization binding assay, mP read-out; in the data active = inhibition above about 50%
Rad51 HR inh = blocks human Rad51 in homologous recombination. inhibition, % at 10 µM. hRad51 DNA strand exchange, fluorescence dequenching. actives 0.085% (n = 200,000);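 active = inhibition above 40% at the single screening dose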;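 also: 0% = DMSO control wells and 100% = blanks with heterologous ssDNA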
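System: hRad51 filaments on single-stranded DNA; reagent: Fluorescein- and BHQ1-tagged 47-mer duplex; compound dosing: one concentration, 10 µM final; timing: filaments 15 min 37 °C, then compound 30 min; measured by: fluorescein emission 520 nm, excitation 485 nm; benchmarks: per-plate controls and blanks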
thrombin 1536 = inhibitors of human thrombin; alpha-thrombin, Boc-VPR-AMC fluorogenic substrate cleavage; actives 0.26% (n = 220,000); P00734; AID 1046; inhibition, % at 5 µM;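 active = inhibition at or above 40%; inactive = inhibition below 40%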;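 also: 0% = enzyme with no compound and 100% = wells without enzyme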
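Material: human alpha-thrombin enzyme / Medium: pH 7.5 Tris (50 mM) with NaCl 150 mM, Tween 20 0.05% / Compound: single-point dosing at 5 µM, 0.2% DMSO / Incubation: enzyme reaction carried out at room temperature / Detection: AMC fluorescence, 355/460 nm / Read-out basis: percent inhibition scaled between no-compound controls and no-enzyme blanks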
Furin inhibitor = human furin inhibition | inhibition, % at 30 µM | AID 463115 | purified furin, fluorogenic substrate cleavage | actives 0.061% (n = 220,000); in the data active = inhibition above about 25%; also: inactives centre near -15
Target sequence (P09958 108-714 limits assumed): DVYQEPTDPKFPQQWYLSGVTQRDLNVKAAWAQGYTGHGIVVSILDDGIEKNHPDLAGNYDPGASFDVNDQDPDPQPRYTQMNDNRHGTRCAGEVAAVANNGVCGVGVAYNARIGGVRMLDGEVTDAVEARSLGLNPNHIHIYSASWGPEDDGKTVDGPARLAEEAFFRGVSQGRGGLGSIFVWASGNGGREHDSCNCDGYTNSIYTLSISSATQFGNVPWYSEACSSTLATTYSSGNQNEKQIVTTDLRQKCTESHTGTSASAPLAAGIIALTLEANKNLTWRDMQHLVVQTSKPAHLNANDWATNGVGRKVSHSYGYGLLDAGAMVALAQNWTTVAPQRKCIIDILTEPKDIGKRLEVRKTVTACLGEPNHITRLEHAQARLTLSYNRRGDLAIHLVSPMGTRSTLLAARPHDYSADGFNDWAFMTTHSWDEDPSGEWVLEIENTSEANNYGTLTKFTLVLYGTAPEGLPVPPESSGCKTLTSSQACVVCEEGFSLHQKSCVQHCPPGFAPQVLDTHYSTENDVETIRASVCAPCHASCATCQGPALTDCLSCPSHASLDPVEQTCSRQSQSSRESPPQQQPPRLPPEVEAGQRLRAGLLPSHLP
14-3-3 Bad PPI = disrupts binding of bovine 14-3-3 zeta to phospho-Bad peptide | P63103 | TR-FRET 14-3-3zeta/Dy647-pBad peptide displacement, 1 h | inhibition, % at 21.7 µM | actives 0.71% (n = 220,000);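 active = inhibition above about 70%, limit read from the data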;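 also: 0% = full 14-3-3 plus peptide FRET controls and 100% = background without 14-3-3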
Target sequence (P63103 whole entry, looked up): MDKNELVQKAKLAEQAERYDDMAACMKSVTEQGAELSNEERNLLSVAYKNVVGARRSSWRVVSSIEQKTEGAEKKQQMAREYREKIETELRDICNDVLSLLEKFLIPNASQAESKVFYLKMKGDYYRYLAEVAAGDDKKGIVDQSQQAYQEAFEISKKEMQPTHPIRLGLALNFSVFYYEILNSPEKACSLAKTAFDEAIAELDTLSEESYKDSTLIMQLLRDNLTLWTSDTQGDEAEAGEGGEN
Numbers without * were called inactive; i = inactive; · = not tested or not shown; [ ] = dose if it differs, or a comment.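 The calls were made as follows, unless noted: active = inhibition above about 30% (limit read from the data); inactive = the rest.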

item	molecule	Cl transport mod	NCF1 inh	KLK5 inh	eIF4E 4G PPI	EBV gp42 block	Rad51 HR inh	thrombin 1536	Furin inhibitor	14-3-3 Bad PPI
1	O=C(O)c1ccc(/C=N\Nc2ccc(S(=O)(=O)N3CCOCC3)cc2[N+](=O)[O-])cc1	-0.03	-13	3	3	7	13	1	-5	1
2	COc1ccc(S(=O)(=O)Nc2ccc(C)cc2)cc1OC	·	1	-23	-6[fluorescence artefact?]	5	-1	0	-18	-9
3	COc1ccc(-c2nc3ncccn3c2Br)cc1	0.82	5	·	2	28	·	1	-33	3
4	C/C(=N/Nc1cc(-c2ccccc2)nc(-c2ccccc2)n1)c1ccc(O)cc1	-0.051	-17	-4	12	-7	2	-7	-3	-5
5	Cc1cccc(NC2=NC(C)(C)N=C(N)N2)c1C	-0.78	-20	-4	-3	-16	1	-1	-10	-8
6	O=C(Cn1ccc(=O)[nH]c1=O)Nc1ccc(C(=O)O)c(O)c1	0.85	-12	1	5	1	14	4	-15	-7
7	CCOC(=O)CCCCC(=O)c1[nH]c(=O)[nH]c1C[n+]1ccc(C)cc1	2.8	13	·	5	8	·	1	-16	-2
8	C/C(CC(=O)Nc1cccnc1)=N\NC(=O)c1ccc([N+](=O)[O-])c(Cl)c1	0.73	-17	-7	-3	-18	·	1	-27	-7
9	O=C(/C=C\c1cn(-c2ccccc2)nc1-c1ccccc1)Nc1nccs1	0.071	-11	-23	3	-16	·	-6	-40	15
10	Cc1ccc(S(=O)(=O)/N=C(/Nc2c(C)n(C)n(-c3ccccc3)c2=O)c2ccc(Cl)cc2)cc1	·	0	1	2	1	-8	-6	-14[20 µM]	-9
11	Cn1c(=O)[nH]c(=O)c2c1nc(Br)n2C/C=N/Nc1ccccc1	-0.25	-1	-5	0	-11	-18	-9	-17	-8
12	COc1cccc(NC(=O)c2ccn(C)n2)c1	0.093	9	0	-1[fluorescence artefact?]	-19	-1	3	-7[20 µM]	-6
13	Cc1c(Cl)cccc1NC(=S)NN	0.011	-9	-3	-3	-4	4	8	-35	-23
14	CN1CCN(C(=O)CC2C(=O)NCCN2Cc2ccc(-c3ccccc3)cc2)CC1 (centres undefined)	0.31	-4	·	-1	-10	-16	-1	-24	-15
15	CCN(CCO)c1cc(Cl)nc(SC)n1	-0.15	-9	3	-4[fluorescence artefact?]	-13	-1	3	-12[20 µM]	47[fluorescence artefact?]
16	O=C1CCCc2nc3c(cc21)C(O)Oc1ccccc1-3 (centres undefined)	·	-7	4	7	-16	·	-3	-11	0
17	CCCCNC(=O)OCCNC(=O)Oc1cccc(C)c1	-0.27	-3	5	1	-2	3	3	-22	3
18	COC(=O)CCC(=O)NNC(=O)c1ccc([N+](=O)[O-])cc1	-0.14	11	3	1	-24	-17	6	-20	-8
19	CN(CC(=O)Nc1cccc2ccccc12)C(=O)c1cccc(S(=O)(=O)N(C)C)c1	-0.14	-19	-2	-8	-14	·	-2	-32	-4
20	CCSC1=NSC2=NC(=O)/C(=C\c3coc4ccccc4c3=O)C(=N)N12	i	-112	-17	2[fluorescence artefact?]	88*	i	-1	-20	14
21	COC1CCN(C(=O)c2ccc(OC3CCN(Cc4ccccn4)CC3)cc2)CC1	0.31	-6	·	-2	-3	1	3	-32	4
22	O=c1c([N+](=O)[O-])cc(C(F)(F)F)cn1Cc1cccc(Cl)c1	-2	-5	4	-1	-13	1	4	1[20 µM]	1
23	C=CCn1c(-c2oc3nc(-c4ccccc4)cc(-c4ccccc4)c3c2N)n[nH]c1=S	-0.033	-19	-7	8	-24	-35	-1	-6	12
24	O=c1c2ccccc2c(C=Nc2cccc(O)c2)c(O)n1-c1ccc2c(c1)OCO2	0.04	-48	-4	-17	51*	-9	5	-13[20 µM]	23
25	Cc1ccc(NC(=S)N(CCCN2CCOCC2)Cc2ccccn2)cc1Cl	-0.24	-17	-19	0	-8	-7	0	-23	-22[fluorescence artefact?]
26	Cc1ccc(C(=O)NCc2ccc(N3CCN(C(=O)OC(C)(C)C)CC3)cc2)cc1	0.78	-2	-7	-5	8	·	4	-16	-5[fluorescence artefact?]
27	O=C(Nc1nnc(C2CC2)s1)c1ccc(S(=O)(=O)c2ccccc2)cc1	-0.44	-14	1	-22	-15	1	-5	-19[20 µM]	1
28	O=C(NCC#CCOCc1ccccc1)c1ccccc1	0.35	-13	-5	-1	-14	3	2	-17	-3[fluorescence artefact?]
29	CCC12OC(=N)C(C#N)(C1C)C(C#N)(C#N)C(c1ccccc1)O2 (centres undefined)	0.5	-9	-40	3	9	·	-10	-22	-1
30	COc1ccc(/C(N)=N/OC(=O)Cc2cccs2)cc1OC	-1.3	4	-8	3	-9	4	-14	-12	5[fluorescence artefact?]

Ordered by the number under eIF4E 4G PPI (smallest number first): some entries from above
item	molecule	Cl transport mod	NCF1 inh	KLK5 inh	eIF4E 4G PPI	EBV gp42 block	Rad51 HR inh	thrombin 1536	Furin inhibitor	14-3-3 Bad PPI
19	CN(CC(=O)Nc1cccc2ccccc12)C(=O)c1cccc(S(=O)(=O)N(C)C)c1	-0.14	-19	-2	-8	-14	·	-2	-32	-4
29	CCC12OC(=N)C(C#N)(C1C)C(C#N)(C#N)C(c1ccccc1)O2 (centres undefined)	0.5	-9	-40	3	9	·	-10	-22	-1
4	C/C(=N/Nc1cc(-c2ccccc2)nc(-c2ccccc2)n1)c1ccc(O)cc1	-0.051	-17	-4	12	-7	2	-7	-3	-5

Later entries.
item	molecule	Cl transport mod	NCF1 inh	KLK5 inh	eIF4E 4G PPI	EBV gp42 block	Rad51 HR inh	thrombin 1536	Furin inhibitor	14-3-3 Bad PPI
31	CCCCCCn1c(=O)[nH]c2c(c1=O)CCC2	-0.39	-15	-5	-1	-22	·	-14	-14	-2
32	CC1=C(C#N)C2C(/C1=N/O)C2(C)C (centres undefined)	·	-13	-21	0	-8	3	-6	-17	-16[fluorescence artefact?]
33	COc1ccc(N=C2SCC(c3ccccc3)=NN2C)cc1	·	-12	-2	7	-13	-3	-4	13	-1
34	N#CCCn1cc(C(=O)O)c(-c2cc3ccccc3o2)n1	-0.034	3	-6	3	5	·	-2	-12	3
35	CC(=O)Nc1ccc(N2C(=O)CC(N3CCN(Cc4ccc5c(c4)OCO5)CC3)C2=O)cc1 (centres undefined)	0.54	-14	3	-3	-4	-2	-1	-21[20 µM]	-1
36	CCOc1ccc(C2OC34CCCCC3C(C#N)(C#N)C2(C#N)C(=N)O4)cc1OC (centres undefined)	0.14	-8	-2	-5	0	-7	-6	-27[20 µM]	4
37	O=C(Nc1ccccc1)c1ccccc1C(=O)N1CCCCC1	0.5	-3	-7	-4	-11	2	-14	-16	-4
38	CCCCn1nnnc1SCC(=O)N1CCN(C(=O)c2ccco2)CC1	0.74	-12	-5	4	-11	-5	-2	-31[20 µM]	12
39	O=C(Cc1csc(N2CCOCC2)n1)N/N=C/c1cccc(O)c1	0.09	-17	0	8[fluorescence artefact?]	-2	·	1	-7[20 µM]	8[fluorescence artefact?]
40	Cc1ccc2oc(=O)c3cnn(CC(=O)N(CCC(C)C)Cc4ccco4)c3c2c1	·	-7	-4	0	-14	8	-7	-37	4
41	CC(=O)Nc1c(N)c2ccccc2oc1=O	-0.026	3	-3	-4	-6	·	-4	-24	-5
42	CCCc1nnc(SCC(=O)N2CCCCC2C)n1CCOC (centres undefined)	0.22	-10	-1	3	-14	4	1	-27	4
43	C/C(=N\Nc1ccc([N+](=O)[O-])cc1)c1ccc(N2CCOCC2)cc1	-0.35	-4	-3	1	-9	-36	-4	2	-8
44	CCOC(=O)C1CCCN(C(=O)c2ccc(OC)c([N+](=O)[O-])c2)C1 (centres undefined)	0.46	2	-15	20	-3	3	-13	-7	0
45	CCn1cc(C(=O)OCC(=O)c2cc(C)n(-c3cccc(C(F)(F)F)c3)c2C)c(=O)c2ccc(C)nc21	-0.0024	-52	-7	4	-40	-5	-2	-14	-6
46	CCN(CC)Cc1nc2sc(C)c(C)c2c(=O)[nH]1	-0.41	-2	1	-2	-9	2	1	-27	-6
47	CCOC(=O)C1CCN(C2=C(NS(=O)(=O)c3ccc(Cl)cc3)C(=O)c3ccccc3C2=O)CC1	0	-6	3	-3	3	·	-2	-16	0
48	COc1ccc(/C=C/C(=O)OCn2c(SC)nnc(C)c2=O)cc1OC	-1.5	-9	-1	11	-1	14	9	6	-7
49	COC(=O)c1[nH]c2cccc(OC)c2c1NC(=O)CN1CCN(c2cccc(OC)c2)C(C)C1 (centres undefined)	0.67	-7	125*	4	-10	7	3	-18	1[fluorescence artefact?]
50	C#CCNC(=O)C1=C[C@@H](c2coc3ccccc3c2=O)C[C@@H](OCCCCO)O1	0.21	2	3	2	-15	1	-3	-14	2

Already shown: entries from further up.
item	molecule	Cl transport mod	NCF1 inh	KLK5 inh	eIF4E 4G PPI	EBV gp42 block	Rad51 HR inh	thrombin 1536	Furin inhibitor	14-3-3 Bad PPI
41	CC(=O)Nc1c(N)c2ccccc2oc1=O	-0.026	3	-3	-4	-6	·	-4	-24	-5
42	CCCc1nnc(SCC(=O)N2CCCCC2C)n1CCOC (centres undefined)	0.22	-10	-1	3	-14	4	1	-27	4
43	C/C(=N\Nc1ccc([N+](=O)[O-])cc1)c1ccc(N2CCOCC2)cc1	-0.35	-4	-3	1	-9	-36	-4	2	-8
44	CCOC(=O)C1CCCN(C(=O)c2ccc(OC)c([N+](=O)[O-])c2)C1 (centres undefined)	0.46	2	-15	20	-3	3	-13	-7	0
45	CCn1cc(C(=O)OCC(=O)c2cc(C)n(-c3cccc(C(F)(F)F)c3)c2C)c(=O)c2ccc(C)nc21	-0.0024	-52	-7	4	-40	-5	-2	-14	-6

Next structures follow:
item	molecule	Cl transport mod	NCF1 inh	KLK5 inh	eIF4E 4G PPI	EBV gp42 block	Rad51 HR inh	thrombin 1536	Furin inhibitor	14-3-3 Bad PPI
51	Cc1nc(Cl)c(Cl)n1CCOc1ccccc1	0.013	-8	-7	2	-11	12	-7	-21	3
52	NC(=O)c1cnn2c1NC(c1ccc(F)cc1)CC2C(F)(F)F (centres undefined)	0.19	-14	-2	-10	-12	-2	-7	-29	8
53	O=C(Cn1cc(C(F)(F)F)ccc1=O)N/N=C/c1ccccc1O	0.059	-4	-13	-2	-9	·	-12	4	-20
54	CN(c1ccc(OCC(=O)OCC(=O)Nc2ccc(Br)cc2)cc1)S(=O)(=O)c1cccs1	-0.013	-16	-11	5	13	4	0	-21	10
55	Clc1ncc(CN2CCN(Cc3ccccc3)CC2)s1	0.78	6	-1	13[fluorescence artefact?]	-11	-1	3	4[20 µM]	-11
56	CCCNC(=O)Cc1cc(=O)[nH]c(=O)[nH]1	0.65	-10	1	-4	-9	-6	1	-7	-3
